High-throughput results as filed in PubChem BioAssay.
GPR151 activ = activators of human GPR151, primary screen, cell-based, PathHunter beta-arrestin, luminescence; PathHunter beta-arrestin GPR151 cells; activation, % at 11.2 µM; G-protein coupled receptor 151 (Homo sapiens), Q8TDV0; 650,000 compounds, 1% hits; in the data active = activation above about 4.9%;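 note: 0% = median of compound wells and 100% = cells with positive control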
Target sequence (Q8TDV0 whole entry, looked up): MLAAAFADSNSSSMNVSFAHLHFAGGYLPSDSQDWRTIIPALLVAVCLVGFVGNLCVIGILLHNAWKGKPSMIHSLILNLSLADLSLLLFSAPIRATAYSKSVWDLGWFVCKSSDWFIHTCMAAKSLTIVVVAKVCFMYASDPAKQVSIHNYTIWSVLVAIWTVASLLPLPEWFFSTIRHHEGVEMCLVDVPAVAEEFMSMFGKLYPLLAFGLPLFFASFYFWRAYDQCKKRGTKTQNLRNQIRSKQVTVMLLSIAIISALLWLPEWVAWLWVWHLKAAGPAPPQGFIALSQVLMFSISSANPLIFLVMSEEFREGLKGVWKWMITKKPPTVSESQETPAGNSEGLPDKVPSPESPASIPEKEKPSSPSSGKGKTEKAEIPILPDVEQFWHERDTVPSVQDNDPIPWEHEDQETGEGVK
MITF inh = MITF inhibitors, primary screen, biochemical, AlphaScreen, human. Microphthalmia-associated transcription factor (Homo sapiens), O75030. AlphaScreen MITF homodimerization, bead proximity signal. inhibition, % at 2.6 µM. 650,000 compounds, 0.91% hits. AID 1259374, 2018; in the data active = inhibition above about 50%;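 note: 0% = vehicle wells with protein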
Target sequence (O75030 whole entry, looked up): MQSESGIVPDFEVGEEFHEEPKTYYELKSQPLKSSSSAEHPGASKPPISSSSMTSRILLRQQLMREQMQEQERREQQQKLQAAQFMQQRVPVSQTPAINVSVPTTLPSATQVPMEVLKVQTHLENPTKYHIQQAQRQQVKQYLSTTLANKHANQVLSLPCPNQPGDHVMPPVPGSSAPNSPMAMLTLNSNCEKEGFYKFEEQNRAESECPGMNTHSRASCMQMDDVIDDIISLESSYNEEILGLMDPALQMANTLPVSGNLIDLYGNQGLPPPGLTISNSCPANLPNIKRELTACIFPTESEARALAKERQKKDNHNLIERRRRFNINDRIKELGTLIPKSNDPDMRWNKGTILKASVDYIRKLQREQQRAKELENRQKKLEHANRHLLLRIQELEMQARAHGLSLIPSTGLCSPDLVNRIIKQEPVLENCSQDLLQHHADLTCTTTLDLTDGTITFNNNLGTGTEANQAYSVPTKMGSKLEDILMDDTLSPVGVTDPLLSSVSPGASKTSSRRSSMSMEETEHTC
FBW7 act = FBW7 E3 ligase activators, primary screen, biochemical, AlphaScreen, human; AlphaScreen FBW7–phospho-cyclin E peptide binding, activator screen; normalized activity (activation), % at 26.1 µM; 650,000 compounds, 0.13% hits; in the data active = normalized activity above about 1.9%;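 note: purified mutant Fbw7 with reduced substrate affinity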
TEAD-YAP inh = TEAD-YAP interaction inhibition, primary screen, TEAD-YAP interaction inhibitor project, luminescence, HEK-TIYL cells | inhibition, % at 9.12 µM | 640,000 compounds, 1.4% hits | TEAD-Gal4/YAP UAS-luciferase luminescence; in the data active = inhibition above about 32%;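 note: 0% = median of test compound wells and 100% = reference inhibitor wells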
Starred values were filed as active, the others as inactive.

Values in the order: GPR151 activ	MITF inh	FBW7 act	TEAD-YAP inh
> CCC(CC)C(=O)Nc1cccc(-c2cn3nc(OC)ccc3n2)c1
 : 0.5	6	0.1	2
> Clc1ccc(-n2cc(-c3ccccc3)c3c(N4CCN(c5ccccc5)CC4)ncnc32)cc1
 : -1.9	16	0.2	5
> O=C(Nc1ccc(Cl)cc1)c1cc2n(n1)C(C(F)(F)F)CC(c1cccs1)N2 (stereo unspecified)
 : 0.0	2	-0.2	-8
> Cc1ccnc2nc(C(=O)OCCOc3cccc(Br)c3)nn12
 : -0.4	-9	-0.1	-3
> O=c1[nH]c2cc3c(cc2cc1CN(CCCO)Cc1nnnn1CC1CCCO1)OCO3 (stereo unspecified)
 : -1.1	-19	-0.2	28
> CN1CCN(C(=O)C(=O)Nc2ccccn2)CC1
 : 0.9	-4	-0.1	1
> O=C(NCCOc1ccccc1)c1csc(NCc2ccc3c(c2)OCO3)n1
 : -0.2	1	0.0	-32
> O=C(Cn1c(=O)sc2ccccc21)Nc1ccc(Br)cc1
 : -1.5	19	0.2	16
> O=C(c1ccc(-c2ccccc2)cc1)N1CCN(Cc2ccncc2)CC1
 : 1.7	7	0.1	-34
> CC(=O)Nc1cc(C(=O)NCCN2CCOCC2)cc(-n2ncc3cc(Nc4c(Cl)cccc4Cl)ccc32)c1
 : -0.5	-3	-0.1	5
> N#Cc1c(SCc2c(F)cccc2Cl)nc2c(c1-c1cccs1)CCCC2
 : -2.0	3	0.4	-1
> CCc1cc(NC2CC2)n2nc3nc(C)cc(C)c3c2n1
 : -0.4	-3	0.0	22
> Cn1c(SCCCN2C(=O)c3cccc4cccc(c34)C2=O)nnc1-c1ccncc1
 : -0.1	-10	0.0	-13
> Cc1ccc(C)c(N2CCN(Cc3nnnn3Cc3ccccc3)CC2)c1
 : 0.6	-4	-0.1	-11
> COc1ccc(N2CCN(C(=O)CSCc3ccccc3)CC2)cc1
 : -1.3	-1	-0.2	-7
> COc1ccc(CCNC(=O)C(=O)Nc2cccc(C(F)(F)F)c2)cc1
 : -1.6	10	1.1	3
> O=C(N/N=C/c1ccccc1[N+](=O)[O-])c1ccc(Cl)cc1Cl
 : 0.2	6	0.0	-62
> COc1ccc(OCCOc2ccc(/C=C3\SC(=O)NC3=O)cc2OC)cc1
 : -0.4	11	0.1	5
> CC1CCC2(CC1)NC(=O)N(CN(C)Cc1cccs1)C2=O (stereo unspecified)
 : -1.7	-15	-0.2	-1
> COc1cc(CN2CCC(C(=O)N3CCC(C)CC3)CC2)cc(Br)c1O
 : -0.4	38	0.3	2
> COc1ccc2c3c(cccc13)NN=C2C
 : -1.4	13	-0.1	11
> CCOc1ccc(-n2c(N)c(C#N)sc2=S)cc1
 : 0.2	2	0.8	4
> Cc1sc2ncn(CC(=O)NCCCC(=O)N(C)CCc3ccccn3)c(=O)c2c1C
 : 0.9	14	0.1	-1
> NC(=O)C1CCN(C(=O)/C=C/c2c(Cl)nc3ccccn23)CC1
 : -2.1	1	0.0	8
> COC(=O)c1ccc(NC(=O)C2CC(=O)N(CCc3ccc(OC)c(OC)c3)C(=Nc3ccc(Cl)cc3)S2)cc1 (stereo unspecified)
 : -1.3	20	0.1	2
> CCOC(=O)CNC(=O)CSc1nnc(Cc2cccn2C)n1CCOC
 : -0.5	22	1.2	10
> COc1ccc(N(CC(=O)NCCc2ccccc2)S(=O)(=O)c2ccc(OC)c(OC)c2)cc1
 : 0.4	18	0.7	8
> O=C(Nc1ccc(-c2cn[nH]c2)cc1)OCCc1ccccc1
 : 5.0*	2	-0.1	-28
> CCOC(=O)C1=C(C)NC2=C(C(=O)CC(c3ccc(Cl)cc3)C2)C1c1ccc(OC)c(OC)c1 (stereo unspecified)
 : -1.0	-10	0.3	1
> CCC(C)(C)C(=O)Nc1nnc(CC(C)(C)C)s1
 : -0.8	21	1.6	-13

Record cards, as listed above. Order of values: GPR151 activ | MITF inh | FBW7 act | TEAD-YAP inh
Record of `CCOC(=O)CNC(=O)CSc1nnc(Cc2cccn2C)n1CCOC` : -0.5 | 22 | 1.2 | 10
Record of `CCc1cc(NC2CC2)n2nc3nc(C)cc(C)c3c2n1` : -0.4 | -3 | 0.0 | 22
Record of `Cc1ccnc2nc(C(=O)OCCOc3cccc(Br)c3)nn12` : -0.4 | -9 | -0.1 | -3
Record of `COC(=O)c1ccc(NC(=O)C2CC(=O)N(CCc3ccc(OC)c(OC)c3)C(=Nc3ccc(Cl)cc3)S2)cc1` (stereo unspecified) : -1.3 | 20 | 0.1 | 2
Record of `CCOc1ccc(-n2c(N)c(C#N)sc2=S)cc1` : 0.2 | 2 | 0.8 | 4

Next structures follow:
Values in the order: GPR151 activ	MITF inh	FBW7 act	TEAD-YAP inh
> CCN(Cc1ccccc1)C(=O)c1cc2sccc2n1C
 : -0.4	20	0.2	1
> CCOCC(=O)N1CCN(c2ccc(F)cc2)CC1
 : 0.4	17	0.1	9
> N#C/C(=C(/O)COC(=O)CN=C1NS(=O)(=O)c2ccccc21)c1nc2ccccc2[nH]1
 : -0.6	3	0.1	-6
> c1ccc(CN2CCC(Nc3ccnc(NCc4cccnc4)n3)CC2)cc1
 : -1.8	-10	-0.2	1
> Cc1cc(C)cc(N2C(=O)c3ccncc3C2=O)c1
 : 0.4	3	-0.2	0
> Cc1cccc(Nc2c([N+](=O)[O-])c(=O)n(C)c3ccccc23)c1
 : 0.2	3	-0.3	1
> O=C1OC(c2ccccc2Cl)=N/C1=C\c1cccc(F)c1
 : 2.1	-6	0.1	-3
> Cn1c(=O)c2c(nc3n2CC(c2ccc(Br)cc2)=NN3Cc2ccccc2)n(C)c1=O
 : 0.1	-2	0.1	-5
> C=CCN(CC=C)C(=S)NC(=O)c1ccc([N+](=O)[O-])cc1
 : 3.7	-14	-0.1	26
> CC(CCc1ccccc1)NC(=O)c1ccc(NC2=NC3CS(=O)(=O)CC3S2)cc1 (stereo unspecified)
 : 1.0	-4	-0.2	-1
> COc1cc(-c2nc(-c3ccsc3)c(-c3ccccc3)[nH]2)cc(OC)c1OC
 : 0.1	32	-0.1	-8
> c1ccc(-c2ccc(N=c3oc4ccccc4cc3-c3nc4ccccc4[nH]3)cc2)cc1
 : 0.9	9	-0.1	-6
> CCC1(C2CCN(CC3CC=CCC3)CC2)NC(=O)N(Cc2ccc3c(c2)OCO3)C1=O (stereo unspecified)
 : 3.6	0	-0.1	1
> COCCCNC(=O)c1cnn2c(C)c(Cc3cc(C)ccc3C)c(C)nc12
 : -2.0	3	0.3	4
> O=C(O)c1ccc(Nc2nc(-c3cc4ccccc4oc3=O)cs2)cc1
 : -0.1	1	0.1	-7
> CCOC(=O)N1CCC(NC(=O)c2cc3nc(-c4ccc(C)cc4)cc(C(F)(F)F)n3n2)CC1
 : 0.3	21	0.0	7
> CCOC(=O)CSC1=C(C#N)C(c2ccc(C)s2)CC(=O)N1 (stereo unspecified)
 : -1.4	20	0.0	54*
> Cc1ccc(NC(=O)c2cc(=O)c3ccccc3o2)c(C)c1
 : 1.1	1	0.0	-32
> Cc1ccc(/C=C(\C#N)C(=O)Nc2ccc(F)cc2)o1
 : -0.4	-4	-0.1	-79
> CC1(C)Cc2ccccc2/C(=C/C(=O)N2CCOCC2)N1
 : -0.5	12	0.8	13
> CC1=C(C(=O)Nc2ccc(C)cn2)C(c2ccc(Cl)c([N+](=O)[O-])c2)C2=C(CCCC2=O)N1 (stereo unspecified)
 : 0.5	6	0.1	9
> CCN1c2ncccc2C(=O)NC12CCN(C(=O)c1ccncc1)CC2
 : 0.9	-13	0.0	-4
> CC1CCCCC1NC(=O)COC(=O)CNC(=O)c1ccc(Cl)cc1 (stereo unspecified)
 : -0.3	-13	0.1	3
> O=c1oc2c(CN3CCCCCC3)c(O)ccc2c2c1CCC2
 : 0.1	-4	-0.1	-1
> Cc1ccc(CS(=O)(=O)CCC(=O)NCCCN2CCCC2=O)cc1
 : 0.0	-21	0.0	-1
> CCOc1cccc(N(C(=O)c2ccco2)C(C(=O)NC2CCCC2)c2cccnc2)c1 (stereo unspecified)
 : -0.6	12	-0.1	1
> CCSc1nnc2c(n1)[nH]c1ccc(C)cc12
 : 1.7	-8	-0.2	-45
> O=C(Nc1cccc([N+](=O)[O-])c1)c1cccc(S(=O)(=O)N2CCCc3ccccc32)c1
 : 1.4	-3	-0.2	3
> CCc1nc2sccn2c(=O)c1C(=O)NCC(F)(F)F
 : 0.3	2	0.2	-2
> CC(C)(C)c1ccc(CSCC(=O)Nc2ccc(C(N)=O)cc2)cc1
 : -0.5	-1	-0.2	-10

Additional records
Compound,GPR151 activ,MITF inh,FBW7 act,TEAD-YAP inh
CN1C(=O)/C(=C2/C(=O)N(CC(=O)Nc3cccc(Cl)c3)c3ccccc32)SC1=S,1.9,12,0.0,10
C=CCn1c(-c2ccc([N+](=O)[O-])cc2)n[nH]c1=S,0.6,16,-0.1,16
O=C(NCCCS(=O)(=O)N1CCN(c2ncccn2)CC1)c1ccccc1,-0.8,8,0.1,-1
Cc1nc(SCC(=O)Nc2nc(-c3ccccc3)cs2)n[nH]1,-1.1,-3,0.1,-28
N#CCSc1nc2ccccc2c2nc(-c3ccc([N+](=O)[O-])cc3)nn12,1.3,-15,0.1,-12
O=C(NCc1ccccc1Cl)c1ccc2c(c1)ncn2-c1ccc(OCc2ccccc2)cc1,0.1,8,0.0,4
Cc1nnc(SCC(=O)NC2CCCCCC2)n1-n1cccc1,3.9,3,0.2,-2
CC(/C=C1\N=C(c2ccccc2C)OC1=O)=C\c1ccccc1,-0.1,13,0.0,9
O=C(c1cccs1)N1CCN(c2cccc(Cl)c2)CC1,1.6,4,-0.1,-8
NC(=O)c1ccccc1OCC(=O)NC1CCCCC1,0.8,4,-0.1,-23
C/C(=N\NC(=O)CNC(=O)C1COc2ccccc2O1)c1ccccc1 (stereo unspecified),-1.1,-26,0.0,10
COc1cc(C(=O)NCc2ccco2)c([N+](=O)[O-])cc1OC,0.9,-14,-0.1,-2
CCCCNC(=O)c1ccc(NC(=O)c2ccccc2)cc1,0.0,10,0.2,3
CC(NC(=O)CCNS(=O)(=O)c1cccc2nonc12)c1ccccc1 (stereo unspecified),-1.3,4,0.2,6
COc1ccc(CCN(C)C2CCCN(C3CCOCC3)C2)cc1OC (stereo unspecified),1.4,5,0.1,-4
Cc1sc2nc(SCc3ccc(C(=O)NCCO)cc3)nc(N)c2c1C,-0.2,-8,0.0,-14
COC(=O)c1sccc1NC(=O)c1cccnc1,-0.3,11,0.0,2
O=C(NC1=NCCS1)C1CCCCC1,0.5,10,0.0,2
Cc1ccc(S(=O)(=O)Nc2ccccc2C(=O)Nc2nc3ccc(Cl)cc3s2)cc1,1.2,-11,0.1,2
Cc1ccc(C(=O)Nc2cccc(O)c2)cc1S(=O)(=O)N1CCCCCC1,1.8,2,0.0,3
CCOC(=O)CSc1nnnn1-c1ccccc1OCC,1.0,8,0.1,-5
O=C(c1cccc(F)c1)N1CCOC(c2ccccc2)C1 (stereo unspecified),-1.0,13,0.7,-6
COc1cccc(C(=O)N2CCN(Cc3cc(OC)ccc3OC)CC2)c1,-0.3,45,0.5,3
CCc1cccc(NC(=O)C2CCCN2S(=O)(=O)c2cccc3nsnc23)c1 (stereo unspecified),-0.1,-3,-0.6,2
CCOC(=O)C1(Cc2ccccc2Cl)CCN(C(=O)c2cc(C)on2)CC1,0.2,-3,-0.1,-40
Cc1nccn1-c1ccc(NC(=O)C2CCCN(Cc3ccc4nsnc4c3)C2)cc1 (stereo unspecified),1.9,9,0.1,30
O=C(NCCSCc1ccco1)c1ccc([N+](=O)[O-])cc1,-0.5,13,0.0,-12
O=C(Nc1ccncc1)c1cc2nc(-c3cccs3)cc(C(F)(F)F)n2n1,0.7,8,0.0,10
COc1ccc(NC2=C(Cl)C(=O)N(c3cc(C)ccc3C)C2=O)c(OC)c1,-0.3,10,-0.3,6
CC(NC(=O)CN(C)CC(=O)Nc1ccccc1Br)c1ccccc1 (stereo unspecified),-0.1,66*,-0.2,-1
Cc1cc(NC(=O)CSc2nc3cc4c(cc3c(=O)n2Cc2ccco2)OCO4)no1,-1.6,18,0.3,-5
Nc1ncc(-c2ccc(-c3ccccc3)cc2)nc1NCc1cccnc1,-1.0,13,0.1,-1
CCN1C(=O)/C(=C\c2cn(CCC#N)nc2-c2ccccc2)SC1=S,0.6,-4,0.0,-6
Cc1c2c(nc3cc4c(cc13)OCO4)CCCC2=O,-1.6,13,0.1,-7
CCOC(=O)Cc1nc(-c2ccc(Cl)cc2)cs1,-1.1,2,0.1,3

Four of the compounds above, as labelled records.
C=CCN(CC=C)C(=S)NC(=O)c1ccc([N+](=O)[O-])cc1
  GPR151 activ = 3.7; MITF inh = -14; FBW7 act = -0.1; TEAD-YAP inh = 26
CCN(Cc1ccccc1)C(=O)c1cc2sccc2n1C
  GPR151 activ = -0.4; MITF inh = 20; FBW7 act = 0.2; TEAD-YAP inh = 1
CCOC(=O)C1(Cc2ccccc2Cl)CCN(C(=O)c2cc(C)on2)CC1
  GPR151 activ = 0.2; MITF inh = -3; FBW7 act = -0.1; TEAD-YAP inh = -40
CC1CCC2(CC1)NC(=O)N(CN(C)Cc1cccs1)C2=O (stereo unspecified)
  GPR151 activ = -1.7; MITF inh = -15; FBW7 act = -0.2; TEAD-YAP inh = -1
